# Screening results deposited in PubChem by several laboratories.
# rCAG binder: r(CAG) repeat RNA binding; TO-PRO-1 dye displacement fluorescence; inhibition, % at 3 µM; actives 1.3% (n = 370,000); AID 651821;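 active means inhibition above the plate cutoff, the mean of all test compounds on that plate plus 3 SD, cut at about 35% in these data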;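 further: 0% = DMSO alone and 100% = 100 µM mitoxantrone as full dye displacement; higher means more dye released from RNA so lower well fluorescence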
# HTRA1 inh: HTRA1 (human) protease inhibition; Q92743; recombinant HTRA1, FP-rhodamine activity-based probe, fluorescence polarization; inhibition, % at 5.96 µM; actives 0.5% (n = 340,000); AID 504803; in the data active means inhibition above about 36%;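 further: 0% = enzyme with DMSO and 100% = wells lacking enzyme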
# TDP2 inh: blocks human TDP2 phosphodiesterase activity; AID 720702; actives 0.34% (n = 370,000); inhibition, % at 12.8 µM; recombinant TDP2, T5PNP hydrolysis, p-nitrophenol absorbance 415 nm; O95551;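 active means inhibition above the mean of all tested compounds plus 3 SD, set per campaign, cut at about 25% in these data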;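 further: 0% = DMSO with enzyme and 100% = buffer with substrate but no TDP2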
# Target sequence (O95551 whole entry, looked up): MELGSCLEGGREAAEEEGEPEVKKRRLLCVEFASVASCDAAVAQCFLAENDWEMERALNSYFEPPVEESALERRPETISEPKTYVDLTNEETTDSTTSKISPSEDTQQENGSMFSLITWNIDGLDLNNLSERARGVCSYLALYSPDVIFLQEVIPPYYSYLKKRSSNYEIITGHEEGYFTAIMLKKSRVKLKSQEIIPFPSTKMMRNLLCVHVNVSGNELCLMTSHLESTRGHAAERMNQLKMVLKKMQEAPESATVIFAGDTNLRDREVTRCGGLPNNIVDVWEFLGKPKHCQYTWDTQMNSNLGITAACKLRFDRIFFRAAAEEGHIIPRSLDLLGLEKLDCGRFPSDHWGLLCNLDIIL
#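 System – recombinant human TDP2 · Quantity – TDP2 enzyme at 120 nM final · Doses – single concentration, 12.8 µM nominal, with 1% DMSO · Incubation – 2 h at 37 °C · Measured by – epi absorbance of p-nitrophenol freed from T5PNP by hydrolysis · Read-out – % inhibition relative to enzyme-containing and enzyme-free wells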
# PRMT1 FP inh: inhibitors of human PRMT1; recombinant PRMT1, activity-based probe fluorescence polarization; inhibition, % at 2.79 µM; actives 1.3% (n = 370,000); AID 652257;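 active means inhibition above about 21% made by adding two undisclosed values, limit read from the data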
# Target sequence (Q99873 whole entry, looked up): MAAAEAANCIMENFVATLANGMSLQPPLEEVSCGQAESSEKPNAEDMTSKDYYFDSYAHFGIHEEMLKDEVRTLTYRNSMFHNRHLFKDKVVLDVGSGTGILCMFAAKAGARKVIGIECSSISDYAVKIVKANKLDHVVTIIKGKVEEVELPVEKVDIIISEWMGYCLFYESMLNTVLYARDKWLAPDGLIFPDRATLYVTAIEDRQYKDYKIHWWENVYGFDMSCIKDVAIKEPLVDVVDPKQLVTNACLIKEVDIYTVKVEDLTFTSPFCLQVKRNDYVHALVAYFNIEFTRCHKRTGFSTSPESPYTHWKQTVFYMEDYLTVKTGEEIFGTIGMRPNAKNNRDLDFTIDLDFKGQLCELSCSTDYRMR
# GC-B act: GC-B (human) receptor activation | AID 1920062 | actives 0.11% (n = 370,000) | HEK293-GC-B cells, CNP EC30, cGMP TR-FRET; 0% at EC30 CNP, 100% saturating CNP | P20594 | activation, % at 10 µM;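 active means activation at 10 µM reaching about 35% in either raw or pattern-adjusted values, limit read from the data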
# LEDGF integ inh: blocks HIV-1 LEDGF/p75-dependent DNA integration; TR-FRET IN-LEDGF/p75 DNA integration, Eu/Cy5; inhibition, % at 3.7 µM; actives 0.64% (n = 370,000); AID 743269;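 active means inhibition above the screen-wide mean plus 3 SD, cut at about 13% in these data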;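 further: signal is the Cy5 over europium emission ratio at 671 and 618 nm; 0% = plate median of compound wells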
# MBD2 inh: inhibitors of human MBD2 binding to methylated oligonucleotide | inhibition, % at 4.4 µM | actives 0.31% (n = 370,000) | TR-FRET | AID 686964; in the data active means inhibition above about 13%
# ABHD4 inh: ABHD4 (mouse) inhibition, primary FP screen. inhibition, % at 8.92 µM. actives 0.54% (n = 370,000). purified mABHD4, FP-Rh probe fluorescence polarization. Q8VD66. AID 720543;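 active means inhibition exceeding the mean over every tested compound plus 3 SD, cut at about 30% in these data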;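 further: 0% = plate median of compound wells and 100% = S159A mutant with DMSO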
# Target sequence (Q8VD66 whole entry, looked up): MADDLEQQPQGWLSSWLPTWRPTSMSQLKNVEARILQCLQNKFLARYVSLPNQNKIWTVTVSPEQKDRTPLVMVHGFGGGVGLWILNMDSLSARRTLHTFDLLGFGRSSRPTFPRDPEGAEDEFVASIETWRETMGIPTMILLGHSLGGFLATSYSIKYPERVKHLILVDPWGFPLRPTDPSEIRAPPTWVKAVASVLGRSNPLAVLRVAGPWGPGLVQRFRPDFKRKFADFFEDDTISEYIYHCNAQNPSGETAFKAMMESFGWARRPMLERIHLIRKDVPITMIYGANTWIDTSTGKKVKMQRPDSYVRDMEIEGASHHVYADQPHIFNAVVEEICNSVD
#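 Assay system: Wild-type mouse ABHD4 protein | Medium: HEPES pH 7.0 buffer, 150 mM NaCl, 0.01% Pluronic F-127 | Incubation: Enzyme–compound pre-incubation 45 min, then probe 60 min, both 25 °C | Technique: Fluorescence polarization with parallel and perpendicular emission, 525/598 nm | Evaluation: % inhibition of FP-Rh probe binding versus controls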
# SIAE primary: human SIAE inhibition, primary screen; AID 1053197; Q9HAT2; actives 0.69% (n = 370,000); SIAE FP-Rh probe binding, fluorescence polarization; inhibition, % at 9.66 µM;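 active means inhibition above a cutoff: mean of compounds within the control limits plus 3 SD of those, cut at about 17% in these data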;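 further: 0% = plate median of compound wells and 100% = probe without SIAE protein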
# TCR CD3 inh: inhibitors of human TCR-CD3 interaction. TAMRA-labeled TCR probe fluorescence, biochemical. inhibition, % at 9.4 µM. actives 0.37% (n = 360,000); in the data active means inhibition above about 19%;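 further: recombinant mutant TCR 2C K166C tagged with TAMRA read by polarization; 0% = receptor in buffer alone and 100% = receptor with positive control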
# * marks the source's active call; other numbers are inactive results; · = no result given. This is a subset; count on the stated rates, not on these rows.
SMILES,rCAG binder,HTRA1 inh,TDP2 inh,PRMT1 FP inh,GC-B act,LEDGF integ inh,MBD2 inh,ABHD4 inh,SIAE primary,TCR CD3 inh
COC(=O)C1=C(C)NC(=O)NC1c1ccc2ccccc2c1 (stereo unspecified),-2,7,2,0,-4,4,-5,2,-3,7
Cc1cc(N2CCOCC2)nc2ccc(NC(=O)CCC(=O)N3CCN(c4ccc(F)cc4)CC3)cc12,-4,6,6,1,-4,3,0,-2,-1,-3
CCCS(=O)(=O)N1CCCC(C(=O)NCCCN(Cc2ccccc2)C(C)C)C1 (stereo unspecified),-1,4,2,0,2,-2,-6,-4,7,65*
CCC1CCCCN1C(=O)c1ccc([N+](=O)[O-])o1 (stereo unspecified),-1,0,-1,0,5,-2,-7,-5,14,3
COc1ccc(N2CCN(C(=O)COC(=O)CC(NC(N)=O)c3ccc(Cl)cc3)CC2)cc1 (stereo unspecified),1,-3,2,0,-4,2,-5,0,6,3
COc1ccccc1NS(=O)(=O)c1ccc(C)c(NS(=O)(=O)c2cc(C(=O)O)cc(C)c2C)c1,42*,-4,-10,5,-4,-2,9,-17,5,1
Cc1ccccc1NC(=O)Cn1c(NCC(C)O)nc2ccccc21 (stereo unspecified),-1,0,3,-1,2,-3,-1,1,1,-4
O=C(CN1C(=O)c2ccccc2S1(=O)=O)NCc1ccccc1,1,6,4,-7,5,6,-6,0,-6,4
CCNS(=O)(=O)c1ccc(CCC(=O)NC2CCCC2)cc1,2,8,-4,0,6,-3,0,-3,0,5
CC1(C)N=C(C(=O)c2ccccc2)N(O)C1(C)O (stereo unspecified),3,5,-10,2,6,0,0,-4,2,10
Cc1cccc(OCCn2cc(/C=N/NC(=O)c3ccncc3)c3ccccc32)c1,8,6,7,1,8,-2,-1,7,31*,7
Cc1cccc(N2CCN(C(=O)c3ccc(N4CCCC4=O)cc3)CC2)c1C,-10,3,-4,1,-1,1,-2,0,1,-2
CC[C@@H]1CN(C)[C@H]2Cc3c([nH]c4ccccc34)C(=O)C[C@@H]1[C@@H]2C(=O)OC,-4,6,7,-8,-8,0,1,-6,-4,0
O=S(=O)(c1ccc2c(c1)CCN2)N1CCCC1,3,0,9,1,-3,-2,3,-1,10,0
COc1cccc(C2CC=C(C(=O)O)CN2S(=O)(=O)c2ccc(C)cc2)c1 (stereo unspecified),10,·,0,3,10,0,4,9,-3,·
O=C(NCC(c1ccco1)N1CCCCC1)C(c1ccccc1)c1ccccc1 (stereo unspecified),-8,-2,16,0,-2,0,-3,2,7,6
O=C(CCCC(=O)n1cnc2ccccc21)n1cnc2ccccc21,1,-5,5,-4,-4,1,-5,4,7,6
C#CCNC(=O)C[C@@H]1C[C@@]2(C(=O)OC)CC(C)(C)CC=C2N(CCCCCCCC)C1=O,2,·,-4,2,-3,2,-2,-6,0,5
CC(NC(=O)C(=O)N1CCOCC1)C(c1cccs1)N1CCN(c2ccc(F)cc2)CC1 (stereo unspecified),-7,2,-5,-2,1,-4,-6,3,12,-7
CCNC(=O)N1C(=O)C2(OCCO2)c2ccccc21,0,3,2,-1,3,-2,0,7,-5,3
COc1cccc(NC(=O)C2CCCC2)c1,0,2,1,-1,4,0,5,3,-12,8
C/C=C/C(=O)OCc1csc(CC(=O)Nc2ccccc2C)n1,4,-11,-13,-3,0,4,-5,-6,-5,4
Cc1noc(C)c1C(=O)N1CCCC(Nc2ccc(C(C)C)cc2)C1 (stereo unspecified),-6,9,13,1,-6,1,-1,-1,3,6
CCCCOc1cccc(C(=O)N(Cc2cccs2)C2CCS(=O)(=O)C2)c1 (stereo unspecified),-7,5,-1,4,-9,-1,-4,-3,-5,-6
COCCn1c(SCC(=O)Nc2ccc(C(C)=O)cc2)nnc1-c1ccco1,2,-1,-2,4,-1,-3,3,1,-3,-3

SMILES,rCAG binder,HTRA1 inh,TDP2 inh,PRMT1 FP inh,GC-B act,LEDGF integ inh,MBD2 inh,ABHD4 inh,SIAE primary,TCR CD3 inh
CC(C)c1ccc(S(=O)(=O)NCCCN2CCOCC2)cc1,0,6,-4,2,0,-1,6,3,-1,0
Cc1ccc(/C=C/c2onc(C)c2S(=O)(=O)N2CCC(C(=O)N3CCN(C)CC3)CC2)cc1,-2,1,-10,1,-2,-6,2,11,-4,-3
Cc1ccc(OC/C(O)=C(\C#N)c2nc3ccccc3s2)cc1,14,3,-2,-1,2,6,-3,9,8,3
COc1ccc(-n2c(COc3ccc(Cl)cc3)nnc2SCc2ccc(C#N)cc2)cc1,0,-42,0,2,5,-4,0,5,0,-4
COc1ccc(C(CCN2CCOCC2)c2c(O)cc(OC)cc2OC)cc1 (stereo unspecified),-6,-1,7,5,-7,3,0,3,-4,-3
COc1ccc(/C=C2\CCCC3C2=NN(C(=O)CSc2n[nH]c(N)n2)C3c2ccc(OC)cc2)cc1 (stereo unspecified),9,-34,-14,8,-12,4,7,-12,-5,0
O=C1NN=C(CSc2n[nH]c(=S)s2)CS1,0,-8,22,17,1,1,0,3,13,2
CSCCC(NC(=O)COc1ccccc1)C(=O)N1CCCCCC1 (stereo unspecified),-1,7,1,-2,1,-1,3,4,1,-3
O=C1[C@@H](CCc2ccccc2)[C@@H]2c3ccccc3C=NN2[C@@H]2c3ccccc3C=NN12,1,·,4,-5,-12,-1,-2,-7,18*,·
COc1cc(C(=O)NC(CCSC)C(=O)OCC(=O)NC(=O)C2CCCCC2)cc(OC)c1OC (stereo unspecified),-4,7,3,0,-1,2,1,1,-13,9
CCOC(=O)N1CCN(C(=O)c2ccc(Cl)c(S(=O)(=O)Nc3ccccc3)c2)CC1,7,4,-17,3,3,2,3,-14,-5,-3
O=C(Cn1[nH]c(=O)c2ccccc2c1=O)N1CCN(S(=O)(=O)c2ccc(Cl)cc2)CC1,2,4,-2,-6,-10,-2,-4,-4,2,-5
COC(=O)C[C@H]1CC[C@@H]2[C@H](COc3ccc(NC(=O)c4ccccc4OC)cc3C(=O)N2C)O1,-1,·,-3,-9,1,3,-2,-1,4,·
Cn1ccnc1C(=O)c1ccc(S(=O)(=O)N2CCCC2)cc1,0,2,8,3,8,1,-7,0,-3,-1
CN(c1ccc(C(=O)NC2CC2)cc1)S(=O)(=O)c1ccccc1,-2,1,13,0,8,0,2,4,-2,2
Cc1ccc(CN2CCN(CC(=O)N=Nc3c(O)[nH]c4ccccc34)CC2)cc1,2,-3,2,-4,2,3,-11,5,-2,2
COc1cc(/C=N/NC(=O)c2cc(-c3cccc(Br)c3)nc3ccccc23)cc(OC)c1O,13,-11,0,6,0,-4,3,-15,2,-2
CC(C)(C)c1ccccc1OCC(=O)NCc1ccccc1,-1,-5,0,-1,-9,2,6,-5,-1,8
COc1cc(/C=C(\C#N)C(=O)Nc2cccc3ncccc23)cc(OC)c1OC,-4,-5,-7,2,2,-10,-11,13,-2,-3
COc1cc(OC)cc(C(=O)NCC(=O)OCC(=O)N2CC(C)CC(C)C2)c1 (stereo unspecified),-2,0,3,7,0,1,3,0,-9,5
COc1cc(-c2n[nH]c(=S)n2-c2cccc(C(F)(F)F)c2)cc(OC)c1OC,0,-1,-4,4,-6,-5,-3,7,8,0
COc1ccc(/C=C(/C#N)C(=O)Nc2ccc(O)cc2)cc1C(=O)O,-1,3,6,-1,-1,1,2,4,8,4
CC(=O)Nc1cc2oc3ccccc3c2cc1[N+](=O)[O-],4,·,2,-2,-1,-2,-3,-1,-7,-1
COc1cc(/C=N/NC(=O)CCC(=O)NC2CCCCC2)ccc1C,-6,6,3,-8,6,2,2,3,-1,13
CCOC(=O)C1=C(Nc2ccc(Cl)cc2)OCC1=O,-4,-2,-5,2,-2,-6,-1,0,-3,-9

# A second format for 4 compounds above:
# Order of values: rCAG binder	HTRA1 inh	TDP2 inh	PRMT1 FP inh	GC-B act	LEDGF integ inh	MBD2 inh	ABHD4 inh	SIAE primary	TCR CD3 inh
COc1ccc(/C=C2\CCCC3C2=NN(C(=O)CSc2n[nH]c(N)n2)C3c2ccc(OC)cc2)cc1 (stereo unspecified)
  9	-34	-14	8	-12	4	7	-12	-5	0
O=C1NN=C(CSc2n[nH]c(=S)s2)CS1
  0	-8	22	17	1	1	0	3	13	2
CSCCC(NC(=O)COc1ccccc1)C(=O)N1CCCCCC1 (stereo unspecified)
  -1	7	1	-2	1	-1	3	4	1	-3
O=C1[C@@H](CCc2ccccc2)[C@@H]2c3ccccc3C=NN2[C@@H]2c3ccccc3C=NN12
  1	·	4	-5	-12	-1	-2	-7	18*	·

# Next section:
SMILES,rCAG binder,HTRA1 inh,TDP2 inh,PRMT1 FP inh,GC-B act,LEDGF integ inh,MBD2 inh,ABHD4 inh,SIAE primary,TCR CD3 inh
Cc1ccc2nc(-c3ccc(CN4CCC(n5cc(-c6ccccc6)[nH]c5=O)CC4)cc3)c(-c3ccccc3)nc2c1,9,·,-9,-3,5,1,-5,-23,-18,5
Cc1cc(OCCCCN2C(=O)NC(C)(C)C2=O)ccc1[N+](=O)[O-],-5,-2,3,10,-8,-3,4,5,-3,-4
COc1cccc(C2CC(C(F)(F)F)n3ncc(C(=O)O)c3N2)c1 (stereo unspecified),0,4,4,-2,-1,-2,3,2,4,-3
C/C(=N/N1CCN(Cc2ccccc2)CC1)c1ccc(Br)cc1,-2,13,4,-1,1,0,-3,5,11,-2
Cc1oc2c(CN3CCCCC3)c(O)ccc2c(=O)c1-c1ccc(Br)cc1,-5,3,10,-1,4,1,0,6,0,-2
COCCCNC(=O)C[C@H]1C[C@@]2(C(=O)OC)C(=C[C@H](C3CCCC3)O[C@@H]2C)N(Cc2ccc(Cl)cc2Cl)C1=O,6,·,1,3,-22,-2,-1,-1,4,·
CCOC(=O)c1c(NC(=O)CC(C)C)sc(C(C)=O)c1C,-4,-5,-1,-2,2,-1,0,-4,2,7
CC(C)(C)c1ccc(S(=O)(=O)NC(=O)C2(C)CCN2C(=O)C2(c3ccccc3)CC2)cc1 (stereo unspecified),47*,·,-8,-3,2,-2,1,17,-1,4
CCCc1nnc(SCC(=O)N(CC)CC)n1CC1CCCO1 (stereo unspecified),0,5,5,-1,-1,-1,4,-5,10,5
C=C1C(=O)C23C(O)C1CCC2C12CCCC(C)(COC(C)=O)C1C(O)C3(O)OC2 (stereo unspecified),3,-3,2,31*,-5,0,3,8,5,-2
COc1ccc(NC(=O)c2cc(OC)c(OC)cc2OC)c(S(=O)(=O)N2CCOCC2)c1,1,-2,-6,-3,-8,2,1,1,-5,3
COc1ccc(OC)c(NC(=O)C23CC4CC(C2)CC(n2cnc(Br)n2)(C4)C3)c1,-1,-2,-22,3,1,0,2,-2,0,0
COc1cc(S(=O)(=O)N2CCOCC2)ccc1NC(=O)c1cc2c(s1)CCC2,5,-10,-1,1,7,4,-1,-2,0,8
CN1CCN(Cc2c(O)ccc3cc(-c4ccccn4)c(=O)oc23)CC1,-2,1,-16,0,1,3,-6,-2,-4,7
